Chronic BCR inh: blocks chronic active B-cell receptor signaling; Potency, µM (doses to about 46.1 µM), for the others: at the highest dose ratio change, negative = lower green/red ratio, usual class: inhibitors; ABC-DLBCL IkBa-CBG/CBR reporter, luminescence ratio, 4 h; AID 493014; 340,000 tested, 0.05% active; active = well fitted inhibition curve with a large enough effect in the signal ratio, with a control signal flat, not every such curve was filed as active; inconclusive = small, poorly fitted or top-dose-only effect, or effect the other way, or a change in a side signal; the % refers to the signal ratio;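 also: potency is read from the fitted curve at half-maximal effect; plate controls were basal doxycycline-induced cells for no effect and cells given 10 µM MG132 for full effect; MG132 reads +100%, hits lower the ratio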
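Cell line TMD8 (human ABC DLBCL), stably expressing tet-inducible CBG68-IkBa fusion and CBR; IMDM/0.5% FBS; cpd up to 46 uM; dox induction, 4 h, 37C/5% CO2; dual luminescence; green/red ratio; MG132 control.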
GALK inh: galactokinase (human) inhibition. P51570. Purified GALK, Kinase-Glo residual ATP luminescence. Potency, µM (highest dose often 57.5 µM), inactives show at the highest dose activity change, negative = inhibition, most hits filed as inhibitors. 270,000 tested, 0.007% active. AID 1868; also: potency is read from the fitted curve at half-maximal effect; % is scaled to controls: 0 for no effect and ±100 for the full control effect
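Compounds were pin-transferred into ATP buffer (35 uM final), then GALK plus galactose (5 nM, 100 uM final) was added. After 1 h at room temperature, Kinase-Glo Plus was added and luminescence read after 10 min.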
ASM inhibitor: inhibitors of human secretory acid sphingomyelinase; P17405; placental ASM, HMU-PC fluorogenic substrate, 60 min; Potency, µM (top dose mostly 57.5 µM), inactives show at the highest dose activity change, negative = inhibition, actives largely listed as inhibitors; 340,000 tested, 0.006% active; AID 504937; also: potency is read from the fitted curve at half-maximal effect
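Human placenta-derived ASM enzyme was preincubated with compound for 10 minutes at room temperature, then given fluorogenic substrate HMU-PC0 (9 uM final) for 60 minutes at 37 °C; a pH 10 stop preceded fluorescence reading at Ex 386/Em 447 nm.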
Eya2 inh: Eya2 (human) phosphatase inhibition; recombinant Eya2, OMFP fluorescence dephosphorylation (OMFP is methylfluorescein phosphate); Potency, µM (highest dose often 76.9 µM), without a hit: at the top dose activity, negative = inhibition, actives largely listed as inhibitors; 330,000 tested, 0.006% active; O00167; also: potency is read from the fitted curve at half-maximal effect; % is scaled to controls: 0 for no effect and ±100 for the full control effect
Target sequence (O00167 whole entry, looked up): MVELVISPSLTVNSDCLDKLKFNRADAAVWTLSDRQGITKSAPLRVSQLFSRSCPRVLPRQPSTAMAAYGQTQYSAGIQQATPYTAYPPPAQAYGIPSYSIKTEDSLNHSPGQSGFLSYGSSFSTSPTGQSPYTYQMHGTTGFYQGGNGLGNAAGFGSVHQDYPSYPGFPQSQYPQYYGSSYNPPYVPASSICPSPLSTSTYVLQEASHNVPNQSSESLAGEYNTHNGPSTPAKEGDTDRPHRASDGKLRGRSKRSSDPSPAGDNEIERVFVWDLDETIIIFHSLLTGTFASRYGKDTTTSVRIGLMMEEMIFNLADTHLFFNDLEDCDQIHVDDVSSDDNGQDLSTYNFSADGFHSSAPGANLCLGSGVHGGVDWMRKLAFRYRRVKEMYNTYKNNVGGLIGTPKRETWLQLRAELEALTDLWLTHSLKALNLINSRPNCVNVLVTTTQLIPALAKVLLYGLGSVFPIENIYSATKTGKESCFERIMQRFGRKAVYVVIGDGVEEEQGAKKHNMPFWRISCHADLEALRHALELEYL
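Eya2 protein (added as 0.2 uM solution) was preincubated with compound for 10 min at ambient temperature in 50 mM HEPES pH 7.5, 50 mM NaCl, 5 uM MgCl2, 0.05% BSA, 1 mM DTT. OMFP (added at 50 uM) then reacted 10 min; fluorescence read at 485/525 nm.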
Menin-MLL TR inh: menin-MLL binding inhibition, Texas Red mutant peptide. O00255. 270,000 tested, 0.23% active. Potency, µM (titrated, usually from 61.6 µM), without a hit: at the top dose FP activity change, negative = inhibition, hits mostly inhibitors. Menin + Texas Red MLL mutant peptide, fluorescence polarization; active = well fitted inhibition curve with a large enough effect in the polarisation, with a control signal flat, not every such curve was filed as active; inconclusive = small, poorly fitted or top-dose-only effect, or effect the other way, or a change in a side signal; inactive = no such curve, though single readings can be large or run the other way; the % refers to the polarisation; also: potency is read from the fitted curve at half-maximal effect; % of control where 0% means no effect; many of its hits are not listed in these tables
hERG WT inh: inhibitors of human wildtype KCNH2 potassium channel; U2OS, BacMam KCNH2, thallium flux FluxOr; stronger effect = lower value; Q12809; 340,000 tested, 0.37% active; AID 720551; activity change, % at 1.84 µM;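 active = maximum activity change below -70%; inconclusive = maximum activity change between -70% and -50%; inactive = maximum activity change above -50%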; also: % is scaled to controls: 0 for no effect and ±100 for the full control effect
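U2OS cells were transduced with wild-type KCNH2 virus (2.03 x 10^8 / mL) for 4 h at room temperature, then cultured overnight at 37 C. Thallium flux was read with FluxOr dye. Rate constants were normalized to DMSO controls.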
TSHR antag: human thyrotropin receptor antagonism; 330,000 tested, 0.2% active; TSHR-expressing cells, TSH-stimulated cAMP HTRF, 2 h; stronger effect = lower value; P16473; AID 504810; activity change, negative = inhibition, % at 11.5 µM;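 active = activity change below a set negative limit, meaning inhibition stronger than a set level, cut at about -70% in these data; inconclusive = activity change between two set negative limits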; also: % is scaled to controls: 0 for no effect and ±100 for the full control effect
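Cell-based HTRF cAMP assay; TSHR cells + compound, TSH EC80 (4nM final), 2 h, 37 deg C. Lysis with anti-cAMP cryptate and cAMP-d2, 30 min RT, read 665/620 nm.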
Mito fusion act: blocks mitochondrial division or promotes mitochondrial fusion | S. cerevisiae fusion-defective mutant growth rescue, CellTiterGlo 48 h | Potency, µM (titrated, usually from 46.1 µM), without a hit: top-dose growth rescue (activation), hits mostly activators | 320,000 tested, 0.23% active | AID 485298;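 also: potency is read from the fitted curve at half-maximal effect; % of control where 0% means no effect; nearly all actives have a fitted effect of over 45% in size; temperature-sensitive fusion mutants such as fzo1-1 at 37 °C on non-fermentable ethanol glycerol medium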
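Read-out: ATP-based luminescence (CellTiterGlo, 10 min ambient) reporting growth of fusion-defective ts yeast after 48 hours at 37C on glycerol/ethanol YPEG medium in the presence of compound.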
MBNL1 CUG block: inhibitors of human MBNL1 binding to CUG repeat RNA; 280,000 tested, 0.036% active; TR-FRET MBNL1-His/biotin-(CUG)12 binding, 665/545 ratio; Q9NR56; Potency, µM (doses to about 57.5 µM), without a hit: at the top dose activity change, negative = inhibition, most hits filed as inhibitors; active = well fitted inhibition curve with a large enough effect in the signal ratio, with a control signal flat, not every such curve was filed as active; inconclusive = small, poorly fitted or top-dose-only effect, or effect the other way, or a change in a side signal; inactive = no such curve, though single readings can be large or run the other way; the % refers to the signal ratio; also: potency is read from the fitted curve at half-maximal effect; % is scaled to controls: 0 for no effect and ±100 for the full control effect
Target sequence (Q9NR56 whole entry, looked up): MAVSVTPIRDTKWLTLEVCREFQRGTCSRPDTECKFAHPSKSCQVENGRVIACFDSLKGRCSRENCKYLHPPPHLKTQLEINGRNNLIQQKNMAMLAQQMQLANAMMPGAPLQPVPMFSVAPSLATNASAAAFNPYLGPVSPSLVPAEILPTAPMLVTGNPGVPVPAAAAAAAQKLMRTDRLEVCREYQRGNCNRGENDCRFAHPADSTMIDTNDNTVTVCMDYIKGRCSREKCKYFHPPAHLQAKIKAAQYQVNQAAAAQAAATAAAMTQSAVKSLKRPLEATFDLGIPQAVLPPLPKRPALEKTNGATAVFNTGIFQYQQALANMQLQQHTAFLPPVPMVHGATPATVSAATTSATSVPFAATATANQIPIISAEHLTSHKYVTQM
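MBNL1-His + Biotin-(CUG)12, cpd titration 92 nM–58 uM; Tb anti-His Ab 0.055 ng/ul, SA-XL665 5 nM (final); 60 min RT; ratiometric 665/545 nm, Ex 340 nm; normalized to buffer and full-complex controls.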
PKM2 act: PKM2 (human) enzyme activation. Potency, µM (top dose mostly 57.5 µM), inactives show top-dose activation, most hits filed as activators. AID 1631. purified PKM2, Kinase-Glo ATP luminescence, activation; response scale: 0% is enzyme alone, no compound. 260,000 tested, 0.34% active. P14618; also: potency is read from the fitted curve at half-maximal effect; % is scaled to controls: 0 for no effect and ±100 for the full control effect; nearly all actives have a fitted effect of over 55% in size
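Purified hPK-M2 (>95% pure) converted ADP (0.1 mM final) to ATP with 0.5 mM PEP in 50 mM imidazole pH7.2, KCl, MgCl2, Tween 20, BSA; 1 h at room temperature. ATP detected by Kinase-Glo luminescence.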
USP2a block: inhibitors of human ubiquitin-specific protease USP2a. O75604. USP2 core, Ub-CHOP2 coupled fluorogenic reporter, 485/531. Potency, µM (series often up to 38.3 µM), without a hit: top-dose activity change, negative = inhibition, hits mostly inhibitors. 330,000 tested, 0.01% active;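 also: potency is read from the fitted curve at half-maximal effect; plate controls were DMSO wells for no effect and full inhibition by NEM control for full effect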
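Cell-free coupled assay: 10nM USP2 core preincubated 30min RT with compound in Tris-HCl pH 8.0/CaCl2/CHAPS buffer, then 25nM Ub-CHOP2 and 25nM reporter substrate; fluorescence (Ex 485/Em 531) read after 60min RT, normalized to NEM inhibition, concentration-response curves fitted.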
Starred values were filed as active, the others as inactive; ? = inconclusive; . = not tested or not shown; [ ] = another dose, or the depositor's remark. Unless noted, calls follow the shape of the dose curve; as a rule, active = well fitted curve in the direction sought with a large enough effect; inconclusive = small, poorly fitted or top-dose-only effect, or another doubt; inactive = no such curve, though single readings can be large; an effect the other way counts as inactive or inconclusive.

SMILES	Chronic BCR inh	GALK inh	ASM inhibitor	Eya2 inh	Menin-MLL TR inh	hERG WT inh	TSHR antag	Mito fusion act	MBNL1 CUG block	PKM2 act	USP2a block
CC1CCC2(CC1)C(Nc1cccc(Cl)c1)=NC(=S)N2CC#N (stereo not drawn)	?	-2.0%	-17.3%	-3.8%	-15.3%	-2.8	33.3	9.4%	-18.9%	-15.9%	-19.4%
CSC1=NCCN1C(=O)Cc1cccs1	1.6%	2.2%	-0.2%	7.7%	-3.3%	1.9	10.5	1.2%	-16.6%	-3.3%	1.9%
COc1ccc(/C=N/N(Cc2ccccc2)c2ccccc2)cc1O	?	-0.3%	-14.2%	0.0%	?	-0.2	18.6	-2.9%	1.2%	2.2%	5.0%
COc1ccc(OC)c(CC(=O)Nc2cc(S(=O)(=O)N3CCCCC3)ccc2C)c1	-3.7%	.	-2.3%	-12.1%	.	-10.9	-8.3	6.2%	.	.	0.4%
CCCc1c(C)[nH]c2ccc(C(=O)O)cc2c1=S	-1.0%	.	6.2%	7.3%	.	-82.1*	16.2	-2.0%	8.4%	-0.2%	0.9%
CC(C)NC(=O)CSc1ncccc1-c1nc2ccccc2[nH]1	?	-1.6%	4.5%	9.6%	-8.9%	-8.2	3.6	-5.5%	2.6%	1.5%	0.9%
Cc1nnc(SCCCN2C(=O)c3ccccc3C2=O)o1	-0.9%	0.4%	3.3%	5.5%	9.0%	3.7	-5.2	1.5%	22.8%	?	2.1%
O=C(c1cc2ccccc2o1)c1nc2c(n1O)CCCCC2	?	-2.5%	-1.5%	19.5%	-3.5%	-1.7	-0.7	?	20.6%	1.9%	-1.7%
COc1ccc(-c2c(C#N)c(N)nc3sc(C(=O)c4ccc(C)cc4)c(N)c23)cc1	-0.9%	2.9%	-12.9%	5.0%	18.9%	-2.2	-4.4	1.6%	19.3%	6.2%	3.6%
O=C(N/N=C/c1cccnc1)c1[nH]ncc1Br	?	1.1%	2.4%	-3.0%	21.3%	-5.4	6.1	-4.7%	10.0%	-25.4%	-0.8%
CCOC(=O)C1=CN(Cc2ccco2)S(=O)(=O)N(C)C1CC (stereo not drawn)	?	.	1.6%	-3.3%	.	3.2	-9.4	.	.	.	2.6%
CCSc1nnc(NC(=O)c2cccnc2Cl)s1	?	-1.5%	1.7%	10.9%	-0.3%	7.2	-11.0	12.3%	?	-3.6%	-0.6%
CCn1c(=S)sc2c(=O)[nH]c(SCC(=O)Nc3cc(OC)ccc3OC)nc21	18.9%	2.5%	0.1%	19.5%	.	-1.9	-26.5	-0.5%	-6.2%	.	0.7%
Cn1c(=O)n(Cc2ccccc2)c(=O)c2c1nc(NCC1CCCO1)n2Cc1ccccc1 (stereo not drawn)	-4.6%	3.1%	-2.2%	16.3%	-3.0%	0.8	19.3	14.0%	-4.9%	-0.1%	3.5%
CC(=O)C1=C(O)C(=O)N(c2nccs2)C1c1ccc(Br)cc1 (stereo not drawn)	?	-0.8%	16.3%	-9.9%	17.3%	0.5	18.3	1.4%	?	-2.2%	1.3%
O=C(NCCO)C1(c2ccccc2)CCCC1	?	-2.0%	1.2%	-1.5%	-1.6%	-9.7	9.9	-2.5%	-5.7%	-4.8%	0.5%
O=C(CN1C(=O)CCC1=O)NC(=O)NC1CCCC1	1.1%	1.0%	1.1%	-29.6%	.	-1.9	7.4	-0.9%	.	-12.6%	-12.0%
COC(=O)c1c(NC(=O)C(C)(C)C)sc2c1CCN(Cc1ccccc1)C2	?	.	25.1%	3.7%	-2.8%	-14.8	-10.6	2.5%	16.4%	2.5%	1.4%
Cc1ccc(C)c(N2N=C(C(=O)Nc3ccc(N4CCOCC4)cc3)CCC2=O)c1	-1.7%	.	0.5%	21.3%	.	-5.6	-2.3	4.9%	.	.	1.2%
O=c1c2ccccc2c2ccccc2c(=O)n1Cc1ccco1	-1.5%	3.9%	-5.5%	7.5%	4.0%	-4.7	-5.0	0.3%	-18.4%	0.6%	-2.9%
CC1CCN(C2CC(=O)N(c3ccc(Br)cc3Br)C2=O)CC1 (stereo not drawn)	?	1.1%	-4.3%	-10.1%	.	-5.3	0.0	-5.6%	-0.6%	-0.6%	0.8%
COCC(=O)Nc1nnc(Cc2ccc(OC)cc2)s1	-0.8%	0.6%	-0.2%	-5.5%	-0.3%	-29.2	5.4	-1.0%	-5.4%	4.4%	0.8%
NS(=O)(=O)c1ccc(CCNC(=O)CN2C(=O)NC(c3ccccc3)(c3ccccc3)C2=O)cc1	-2.9%	.	3.3%	-17.7%	.	-2.9	-4.9	.	.	.	4.0%
c1cncc(CNc2ncnc3sc4c(c23)CCCC4)c1	-16.1%	-1.2%	-1.3%	10.1%	-11.1%	4.8	-5.9	-1.8%	-8.7%	5.0%	0.3%
CCOc1cccc(CN2CCC(Oc3ccc(C(=O)NCc4ccccn4)cc3)CC2)c1	-2.6%	-0.1%	-0.5%	5.8%	-11.9%	1.8	-6.0	-12.4%	3.1%	.	0.8%
NS(=O)(=O)c1ccc(CCNC(=O)C(=O)NCC2OCCN2S(=O)(=O)c2cc(F)ccc2F)cc1 (stereo not drawn)	?	.	-4.8%	2.0%	-4.6%	7.2	25.7	0.9%	2.5%	-0.5%	1.4%
CN(C)CCCN1C(=O)c2oc3ccccc3c(=O)c2C1c1cccs1 (stereo not drawn)	0.2%	1.1%	8.6%	7.3%	-13.1%	2.7	4.4	-4.1%	14.0%	3.2%	-2.8%
Cc1ccc(CN2C(=O)CSC2c2ccc(F)cc2)cc1 (stereo not drawn)	?	-0.3%	0.6%	-2.8%	?	-13.0	-13.1	-12.7%	-1.5%	.	1.5%
C/C(=N\NC(=O)C1CC1)c1ccccc1Br	3.3%	-8.1%	1.0%	8.9%	-21.6%	4.8	-5.0	-4.0%	-12.9%	5.1%	2.6%
CCOCC(=O)Nc1nc(-c2ccccc2)c(CC)s1	?	-0.9%	-0.3%	13.6%	1.9%	-3.4	-19.0	1.8%	1.6%	6.7%	2.1%
COC(=O)COc1cccc(NC(=O)c2cccc(C)c2)c1	?	2.6%	-0.5%	0.6%	-4.7%	1.6	9.6	-7.1%	-2.6%	19.5%	-0.6%
COc1ccc(N(CC(=O)NCc2ccco2)S(=O)(=O)c2c(C)nn(C)c2C)cc1	-0.1%	2.8%	5.0%	-5.5%	-0.9%[11.7 µM]	6.9	-5.0	-0.6%	0.0%	4.6%	3.5%
Cc1nn(-c2ccccc2)c(N2CCCC2)c1/C=N/Nc1ccc(S(=O)(=O)Nc2ccccc2)cc1[N+](=O)[O-]	-0.3%	3.2%	?	2.2%	-5.4%	0.0	10.7	-1.0%	.	-22.9%	0.5%
COc1cc(/C=N\Nc2ccc([N+](=O)[O-])cn2)ccc1OCC(=O)O	10.6%	9.9%	.	2.5%	10.7%	.	-2.0	4.9%	?	-13.9%	1.6%
CCc1cc2c(=O)oc(-c3ccc(Br)cc3)nc2s1	-7.3%	4.7%	6.3%	2.3%	-19.1%	-1.0	-7.5	15.8%	-3.0%	.	-1.8%
NC(=O)c1ccc[n+]([C@H]2O[C@@H](COP(=O)([O-])OP(=O)(O)OC[C@H]3O[C@@H](n4cnc5c(N)ncnc54)[C@H](O)[C@@H]3O)[C@H](O)[C@@H]2O)c1	?	.	?	10.8%	.	-4.3	14.6	-27.6%	.	.	1.8%
CN1C(=O)CSc2ccc(NC(=O)NCc3cccnc3)cc21	-1.4%	-1.4%	3.0%	3.8%	9.2%	-1.2	1.8	-27.6%	-11.5%	-2.4%	-1.7%
Cc1cccc(OCC(=O)Nc2ccc3nc(C)sc3c2)c1	1.2%	12.7%	-0.5%	8.3%	11.7%	-4.3	47.1	-3.9%	19.2%	-6.6%	-0.6%

Not all compounds are listed; rates above refer to the full screens.
